Luc counter: Counterscreen for Luciferase (Kinase-Glo TM) Inhibition | Luciferin 4-monooxygenase (Photuris pensylvanica), Q27757 | Kinase-Glo luciferase, ATP luminescence, 8 min | Potency, µM (titrated, usually from 38.3 µM), without a hit: at the top dose activity change, negative = inhibition, hits mostly inhibitors | 200,000 compounds, 0.28% hits | AID 1379, 2008; further: potency means the concentration at half of the fitted maximal effect; on the % scale 0 is the no-effect control and ±100 the full control effect; nearly all actives have a fitted effect of over 60% in size
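Luminescence was the read-out, taken after 8-minute incubation at ambient temperature. Luciferase turned over luciferin with 10 uM ATP in imidazole pH 7.2 buffer containing KCl, MgCl2, Tween 20 and BSA.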
IMPase Li inh: qHTS Assay for Identifying the Cell-Membrane Permeable IMPase Inhibitors: Potentiation with Lithium; CHO-M1 cells, IP1 TR-FRET (IP-One), carbachol + lithium; Potency, µM (top dose mostly 59.4 µM), without a hit: top-dose activity, negative = IMPase inhibition, hits mostly inhibitors; 210,000 compounds, 0.35% hits;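 further: IP1 builds up when IMPase is blocked and the TR-FRET signal falls; potency means the concentration at half of the fitted maximal effect; plate controls were basal vehicle for no effect and high inhibitor control for full effect; nearly all actives have a fitted effect of over 50% in size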
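Steps: plate 2000 CHO-M1 cells per well and culture 16–30 h; add compound and lithium; incubate 30 min, 37C; add d2-IP1 tracer and Eu cryptate anti-IP1 antibody in lysis buffer; read after 10 min at room temperature.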
LMNA splice mod: qHTS Assay for Modulators of Lamin A Splicing; AID 1487, 2009; Potency, µM (highest dose often 46.1 µM), for the others: top-dose ratio change, negative = inhibition, hits mostly inhibitors; HeLa LMNA splicing GFP/RFP minigene ratio, 48 h; 200,000 compounds, 0.01% hits; active means well fitted inhibition curve with a large enough effect in the signal ratio, with a control signal flat, not every such curve was filed as active; inconclusive means small, poorly fitted or top-dose-only effect, or effect the other way, or a change in a side signal; the % refers to the signal ratio; further: potency means the concentration at half of the fitted maximal effect; on the % scale 0 is the no-effect control and ±100 the full control effect
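S3 HeLa cells stably expressing lamin A-EGFP splicing minigene plus DsRed2, 600 cells/well, 48 h compound exposure at 37C. Laser-scanning cytometry; analysed as GFP (500-530 nm)/RFP (575-640 nm) total intensity ratio; 0.5% DMSO vehicle.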
GLA spleen mod: qHTS Assay for Inhibitors and Activators of Human alpha-Galactosidase From Spleen Homogenate | Alpha-galactosidase A (Homo sapiens), P06280 | human spleen homogenate, 4MU-alpha-Gal fluorescence, 40 min | Potency, µM (highest dose often 80 µM), without a hit: at the highest dose activity change, negative = inhibition, most hits filed as inhibitors | 240,000 compounds, 0.008% hits;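 further: potency means the concentration at half of the fitted maximal effect; 0% = enzyme with vehicle and -100% = no enzyme basal signal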
Target sequence (P06280 32-429 limits assumed): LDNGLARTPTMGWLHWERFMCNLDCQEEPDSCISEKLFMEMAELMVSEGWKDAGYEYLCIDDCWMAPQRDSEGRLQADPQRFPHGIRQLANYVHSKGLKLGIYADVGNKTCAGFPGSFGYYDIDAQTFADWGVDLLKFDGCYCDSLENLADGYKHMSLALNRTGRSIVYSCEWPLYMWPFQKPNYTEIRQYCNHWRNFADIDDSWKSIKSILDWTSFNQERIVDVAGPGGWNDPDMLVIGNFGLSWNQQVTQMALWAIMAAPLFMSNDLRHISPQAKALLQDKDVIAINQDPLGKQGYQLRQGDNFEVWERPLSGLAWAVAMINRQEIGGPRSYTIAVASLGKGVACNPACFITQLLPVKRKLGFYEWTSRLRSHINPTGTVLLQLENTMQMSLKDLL
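Human spleen homogenate (1 ug) as enzyme source, 4-methylumbelliferyl-alpha-D-galactopyranoside 1 mM final, citrate/phosphate pH 5.0 with 0.01% Tween-20. Compounds 40 min at 37C, NaOH/glycine stop; fluorescence Ex 365/Em 440, Hill-fit AC50.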
Epigenetic reg: Quantitative High-Throughput Screen for Regulators of Epigenetic Control | murine LDR cells, GFP reporter derepression, 30 h | AID 1865, 2009 | Potency, µM (titrated, usually from 53.9 µM), for inactives: top-dose GFP activation, usual class: activators | 280,000 compounds, 0.2% hits; further: potency means the concentration at half of the fitted maximal effect; % of control where 0% means no effect; nearly all actives have a fitted effect of over 60% in size
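Reporter derepression read as number of fluorescent GFP-positive objects, 20-120 um in size, counted by laser-scanning cytometer. Mouse LDR line with an epigenetically silenced CMV-GFP locus; compound incubation 30 h, 37 C.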
CBFb RUNX1 block: qHTS Assay for Compounds Blocking the Interaction Between CBF-beta and RUNX1 for the Treatment of Acute Myeloid Leukemia. AlphaScreen CBFb-His/RUNX1-biotin binding, biochemical. 230,000 tested, under 10 active. Potency, µM (series often up to 59.8 µM), without a hit: top-dose activity, negative = inhibition, usual class: inhibitors. AID 1477, 2009; further: % of control where 0% means no effect
Target sequence (Q01196 whole entry, looked up): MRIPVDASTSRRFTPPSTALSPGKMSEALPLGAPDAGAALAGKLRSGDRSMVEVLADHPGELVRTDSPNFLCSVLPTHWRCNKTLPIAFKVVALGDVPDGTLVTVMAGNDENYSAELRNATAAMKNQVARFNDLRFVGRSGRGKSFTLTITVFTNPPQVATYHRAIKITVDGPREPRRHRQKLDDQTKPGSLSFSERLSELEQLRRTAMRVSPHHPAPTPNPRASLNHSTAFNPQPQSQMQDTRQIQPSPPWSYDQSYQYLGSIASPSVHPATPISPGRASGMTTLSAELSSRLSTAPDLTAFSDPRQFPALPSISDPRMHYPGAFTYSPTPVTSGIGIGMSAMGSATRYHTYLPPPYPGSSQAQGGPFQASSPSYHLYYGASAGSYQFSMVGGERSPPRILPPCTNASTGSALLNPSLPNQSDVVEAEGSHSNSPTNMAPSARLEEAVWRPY
Target sequence (Q13951 whole entry, looked up): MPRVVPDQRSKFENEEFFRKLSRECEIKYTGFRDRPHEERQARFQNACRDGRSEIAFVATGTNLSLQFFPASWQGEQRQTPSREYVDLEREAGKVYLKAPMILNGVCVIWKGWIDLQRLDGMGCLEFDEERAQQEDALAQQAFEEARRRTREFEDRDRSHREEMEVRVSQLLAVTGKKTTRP
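Proteins preincubated together for 20 min at RT before compound addition; 15 min later, nickel and streptavidin beads were added and left 90 min prior to AlphaScreen measurement.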
NPSR antag: qHTS Assay for Antagonists of the Neuropeptide S Receptor: cAMP Signal Transduction | Q6W5P4 | 220,000 compounds, 1% hits | CHO-NPSR cells, cAMP TR-FRET, antagonist mode | Potency, µM (highest dose often 38.3 µM), inactives show top-dose activity change, negative = inhibition, usual class: inhibitors; further: potency means the concentration at half of the fitted maximal effect; on the % scale 0 is the no-effect control and ±100 the full control effect; nearly all actives have a fitted effect of over 50% in size; many of its hits are not listed in these tables
* marks the source's active call; other numbers are inactive results; ? = inconclusive; . = no result given; [ ] = another dose, or the depositor's remark. Unless noted, the call rests on the fitted dose curve; in most records, active means well fitted curve in the direction sought with a large enough effect; inconclusive means small, poorly fitted or top-dose-only effect, or another doubt; inactive means no such curve, though single readings can be large; an effect the other way counts as inactive or inconclusive. The list is partial, so the mix of outcomes need not match the whole.

nr	Compound	Luc counter	IMPase Li inh	LMNA splice mod	GLA spleen mod
1	Clc1ccc(C2CC(c3cccs3)n3ncnc3N2)cc1 (configuration not stated)	.	.	.	0%
2	O=C(N/N=C\c1cc([N+](=O)[O-])ccc1N1CCCC1)c1ccccn1	3%	28%	.	-6%
3	Cc1ccccc1OCC(=O)OC1CCN(C)CC1	-1%	15%[38.3 µM]	-9%	-7%
4	N/C(=N\N=C\c1ccc([N+](=O)[O-])cc1)c1nonc1N	.	.	.	3%
5	Cn1c(=O)oc2cc(S(=O)(=O)NC3CCN(Cc4ccccc4)CC3)ccc21	-1%	10%	-8%	-6%
6	NC1=NC(=O)C2(COC(c3ccccc3Cl)OC2)S1 (configuration not stated)	2%	5%	0%	3%
7	Fc1ccc(-c2onc3ccc(C4OCCO4)cc23)cc1	0%	2%	6%[46 µM]	6%
8	COC(=O)c1cccc(C(=O)Nc2cnc3ccccc3c2)n1	-3%	-9%[38.3 µM]	-16%	7%
9	N#Cc1ccc(S(=O)(=O)NC2CCN(Cc3ccccc3)CC2)cc1	.	.	.	-5%
10	CCC(=O)Nc1cc(C)c(NC(=O)C23CC4CC(CC(C4)C2)C3)cn1	1%	-4%	4%	-6%

nr	Epigenetic reg	CBFb RUNX1 block	NPSR antag
1	0.0%	5%	-15%
2	4.2%	6%	-38%
3	-0.8%	-1%	5%[46.1 µM]
4	3.9%	3%	24%
5	0.0%	-12%	-1%[46.1 µM]
6	-1.0%	-3%	5%
7	1.3%	-3%	-13%
8	-2.5%	9%	-8%[46.1 µM]
9	-0.6%	3%	1%
10	-2.0%	2%	-4%[46.1 µM]

Next part.
nr	Compound	Luc counter	IMPase Li inh	LMNA splice mod	GLA spleen mod
11	Cc1ccc(S(=O)(=O)N2CCC(C(=O)Nc3ccc4c(c3)COC4=O)CC2)cc1	1%	16%[38.3 µM]	0%	-3%
12	COc1cc(NC(=O)C2CCCN2S(=O)(=O)c2cccc3cccnc23)cc(OC)c1OC (configuration not stated)	5%	10%	-7%	1%
13	CC(C)CCN1CCN(Cc2ccc(Oc3ncccn3)cc2)CC1CCO (configuration not stated)	1%	13%	1%[46 µM]	3%
14	Fc1cccc(Nc2ncnc3c2cnn3-c2ccccc2)c1	.	.	.	3%
15	COc1ccc(NC(=O)C2OCCc3ccccc32)c(OC)c1 (configuration not stated)	3%	26%[38.3 µM]	-15%	-7%
16	CCOC(=O)C1CCN(CC(O)COCc2cccs2)CC1 (configuration not stated)	-1%	8%	.	-1%
17	O=c1c(-c2ccco2)[n+]([O-])c2ccccc2n1OCc1ccccc1F	-1%	37%[activator][38.3 µM]	3%	2%
18	CCOc1cc(NC(=S)NCCCN2CCOCC2)c(OCC)cc1NC(=O)C1CCCCC1	4%	10%	?	-16%
19	O=C(c1ccc(F)cc1)C1CCN(C(=O)NC2CCCCC2)CC1	1%	13%[38.3 µM]	?	-5%
20	COc1ccc2c(CC(=O)Nc3nnc(C4CC4)s3)coc2c1	-3%	0%[38.3 µM]	10%	2%

nr	Epigenetic reg	CBFb RUNX1 block	NPSR antag
11	0.8%	5%	-16%[46.1 µM]
12	-1.0%	-1%	-32%
13	-1.0%	0%	-25%
14	0.0%	11%	-45%
15	0.0%	6%	-3%[46.1 µM]
16	0.9%	0%	5%
17	4.8%	3%	-23%[46.1 µM]
18	-1.8%	-4%	10%
19	-0.8%	6%	-12%[46.1 µM]
20	-1.0%	8%	4%[46.1 µM]

Some of these compounds in order of number of heavy atoms, lowest first:
nr	Compound	Luc counter	IMPase Li inh	LMNA splice mod	GLA spleen mod
16	CCOC(=O)C1CCN(CC(O)COCc2cccs2)CC1 (configuration not stated)	-1%	8%	.	-1%
15	COc1ccc(NC(=O)C2OCCc3ccccc32)c(OC)c1 (configuration not stated)	3%	26%[38.3 µM]	-15%	-7%
12	COc1cc(NC(=O)C2CCCN2S(=O)(=O)c2cccc3cccnc23)cc(OC)c1OC (configuration not stated)	5%	10%	-7%	1%
18	CCOc1cc(NC(=S)NCCCN2CCOCC2)c(OCC)cc1NC(=O)C1CCCCC1	4%	10%	?	-16%

nr	Epigenetic reg	CBFb RUNX1 block	NPSR antag
16	0.9%	0%	5%
15	0.0%	6%	-3%[46.1 µM]
12	-1.0%	-1%	-32%
18	-1.8%	-4%	10%

The listing continues.
nr	Compound	Luc counter	IMPase Li inh	LMNA splice mod	GLA spleen mod
21	NC(=O)SC/C(=N\S(=O)(=O)c1ccccc1)Nc1ccccc1	-2%	-7%[38.3 µM]	3%	-2%
22	CCN1CCN(c2nc(N)c([N+](=O)[O-])c(Nc3ccc(C)c(C)c3)n2)CC1	0%	15%	2%	-2%
23	Cc1ccccc1NC(=O)Cn1nnc2sc3c(c2c1=O)CC(C)(C)OC3	.	.	.	-1%
24	c1cc(-c2nnc(-c3ccncc3)o2)ccn1	2%	5%[38.3 µM]	7%	7%
25	O=C(O)c1cc([N+](=O)[O-])ccc1N1CCC(Cc2ccccc2)CC1	.	.	-7%	1%
26	CC1CCN(C(c2cccs2)c2nnnn2Cc2ccccc2)CC1 (configuration not stated)	3%	12%[38.3 µM]	7%	6%
27	CC(=O)Nc1ccc(Nc2ncnc(N)c2[N+](=O)[O-])cc1	.	.	.	2%
28	COc1nc(OC)nc(N2CCC(NC(=O)C(Cc3cccc(OC)c3OC)NC(C)=O)CC2)n1 (configuration not stated)	.	.	.	7%
29	CCCC(c1nnnn1C(C)(C)C)N1CCN(Cc2ccccc2OC)CC1 (configuration not stated)	3%	-6%	.	6%
30	CCOC(=O)CNC(=O)c1ccccc1	-1%	11%[38.3 µM]	9%	13%

nr	Epigenetic reg	CBFb RUNX1 block	NPSR antag
21	1.5%	7%	-8%[46.1 µM]
22	1.0%	-11%	9%
23	4.1%	9%	4%
24	0.0%	4%	6%[46.1 µM]
25	-0.9%	-6%	-12%[46.1 µM]
26	-4.9%	5%	?
27	-0.3%	5%	3%
28	1.1%	11%	6%
29	-1.4%	0%	-12%
30	-1.1%	1%	12%[46.1 µM]

(list continues)
nr	Compound	Luc counter	IMPase Li inh	LMNA splice mod	GLA spleen mod
31	O=C(COC(=O)CCc1nc2ccccc2n1-c1ccccc1)Nc1cccc(Cl)c1	13%	0%	4%	1%
32	CC12CCC(C(=O)NC(c3ccccc3)c3ccccc3)(OC1=O)C2(C)C (configuration not stated)	-7%	-2%[38.3 µM]	6%	8%
33	CCCOc1ccc(N2C(=O)CC(N(Cc3ccc(OC)cc3)C(=S)Nc3ccccc3)C2=O)cc1 (configuration not stated)	5%	-8%	3%	1%
34	CC(=O)c1oc2ccccc2c1NC(=O)CN1CCCCC1	0%	-3%	?	9%
35	Cc1cccc(OCC(=O)N2CCN(c3nnc(-c4ccccc4)c4ccccc34)CC2)c1	.	.	.	6%
36	COC(=O)c1sccc1NC(=S)N1CCN(c2cc(C)ccc2C)CC1	2%	6%	?	5%
37	COC(=O)c1ccc(/C=N/NC(=S)NCCN2CCOCC2)cc1	-2%	29%	-6%[46 µM]	-6%
38	CCC(C)(C)NC(=O)CN(C(=O)c1snc(C(N)=O)c1N)c1ccc2nc(C)sc2c1	0%	5%	14%[46 µM]	3%
39	Cc1ccc(NS(=O)(=O)c2ccc(OCC(=O)NCC3CCCO3)cc2)cc1 (configuration not stated)	1%	0%	-3%[46 µM]	2%
40	CCc1nnc(NC(=O)C(C)Sc2ccccc2)s1 (configuration not stated)	-2%	4%[38.3 µM]	-7%	6%

nr	Epigenetic reg	CBFb RUNX1 block	NPSR antag
31	0.6%	6%	-15%
32	-5.6%	-2%	-22%[46.1 µM]
33	0.0%	-5%	-21%[46.1 µM]
34	2.4%	10%	-1%[46.1 µM]
35	-1.3%	-3%	?
36	0.3%	8%	-6%
37	-2.9%	6%	-6%
38	1.0%	6%	-35%
39	0.2%	5%	9%
40	-1.3%	-3%	0%[46.1 µM]

Going on with the list.
nr	Compound	Luc counter	IMPase Li inh	LMNA splice mod	GLA spleen mod
41	COc1cccc(/C=C(/C#N)c2ccc(F)cc2)c1OCc1cccc(C(=O)O)c1	2%	-6%	?	-1%
42	CCCN(C(=O)CSc1nc2c(cnn2-c2ccccc2)c(=O)[nH]1)C1CCS(=O)(=O)C1 (configuration not stated)	4%	-3%	3%	10%
43	O=C(O)c1cc(-c2cccc(Cl)c2)nc2nc(N3CCCCC3)sc12	-3%	?	1%	-5%
44	CC(CN1CCN(C)CC1)OC(=O)c1ccc(Cl)cc1Cl (configuration not stated)	-3%	1%[38.3 µM]	-1%	4%
45	Cc1nc2c(C)cccc2c(SC(=N)N)c1CC=C(Cl)Cl	.	.	.	-6%
46	COc1cc(C(=O)NC2=NCCS2)ccc1OCc1c(C)noc1C	0%	-3%[38.3 µM]	?	0%
47	CC(=O)c1ccc(NC(=O)CSc2nnc(NC(=O)CN3CCOCC3)s2)cc1	-4%	17%[38.3 µM]	0%	-22%
48	O=C(O)c1cnc(-c2ccccc2)nc1Sc1cccc(Cl)c1	4%	16%[38.3 µM]	7%	-2%
49	COc1ccc2c(CCNC(=O)Nc3ccccc3)c[nH]c2c1	8%	5%	.	0%
50	Cc1nn(Cc2c(F)c(F)c(F)c(F)c2F)c(C)c1NC(=O)c1ccc(COc2ccccc2Cl)o1	0%	9%[38.3 µM]	-3%	7%
51	O=C(O)Cc1c[nH]c2ccc(O)cc12	-3%	21%	?	?
52	COc1ccc(C(C)=O)cc1CSc1nnc(Nc2ccccc2)s1	-1%	6%	?	3%
53	CCn1c(-c2ccc(C)cc2)nn(CC(=O)NCCc2ccccc2)c1=S	4%	9%	?	7%

nr	Epigenetic reg	CBFb RUNX1 block	NPSR antag
41	0.0%	-4%	-14%
42	-1.8%	1%	9%
43	-0.9%	3%	-46%
44	0.7%	1%	6%[46.1 µM]
45	-1.4%	4%	-6%[7.67 µM]
46	0.7%	3%	-10%[46.1 µM]
47	4.8%	5%	-8%[46.1 µM]
48	1.8%	5%	-1%[46.1 µM]
49	2.2%	-4%	24%
50	2.1%	5%	?
51	1.2%	4%	?
52	0.0%	-7%	4%
53	-1.8%	3%	4%
